Screens deposited in PubChem BioAssay by several laboratories.
KCNQ1 block: human KCNQ1 channel inhibition; P51787; B-score at 10 µM; CHO-K1 KCNQ1, FluxOR thallium flux fluorescence; active compounds read high; AID 2642; hit rate 1.3% among 310,000;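 active means compounds whose thallium flux B-score, printed positive for inhibition, exceeds three library SD while starting fluorescence stays within three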;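 further: channel opened by potassium depolarization with thallium stimulus after 20 min compound exposure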
KCNK9 inh: human KCNK9 channel inhibition. Q9NPC2. HEK293 KCNK9, FluxOR thallium flux fluorescence; active compounds read low. B-score at 10 µM. hit rate 1.2% among 310,000. AID 488922;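 active means ratio B-score over 3 SD below the library mean, with starting fluorescence within 5 SD of its mean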;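 further: negative B-score means less thallium flux so channel inhibition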
Target sequence (Q9NPC2 whole entry, looked up): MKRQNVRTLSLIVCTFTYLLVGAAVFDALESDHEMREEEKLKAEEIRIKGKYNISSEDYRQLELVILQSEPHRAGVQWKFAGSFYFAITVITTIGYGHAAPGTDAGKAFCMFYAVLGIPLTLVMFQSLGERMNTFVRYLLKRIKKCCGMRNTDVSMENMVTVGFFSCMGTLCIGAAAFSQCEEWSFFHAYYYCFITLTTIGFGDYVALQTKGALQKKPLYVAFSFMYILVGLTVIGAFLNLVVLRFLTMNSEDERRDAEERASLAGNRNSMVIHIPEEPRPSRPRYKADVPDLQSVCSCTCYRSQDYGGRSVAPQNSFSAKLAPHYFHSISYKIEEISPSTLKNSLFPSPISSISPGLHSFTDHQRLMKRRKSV
TRPC4 inh: blocks the mouse TRPC4 cation channel | Q9QUQ5 | HEK293 TRPC4beta/mu-opioid, DAMGO-evoked Fluo4 calcium flux; active compounds read low | B-score at 10 µM | hit rate 0.39% among 300,000 | AID 2247;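 active means B-score over 3 SD under the library average, no early fluorescence shift, positive overall ratio signal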
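Signal: kinetic Fluo4 fluorescence imaging of calcium influx. Material: stable TRPC4beta/mu-opioid receptor HEK293 cells. Probe or stimulus: DAMGO in two steps, submaximal then maximal.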
KCNQ1 act: potentiates or activates the human KCNQ1 potassium channel | CHO-K1 KCNQ1, thallium flux FluxOR fluorescence; active compounds read high | B-score at 10 µM | hit rate 0.35% among 310,000 | P51787 | AID 2648;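 active means fluorescence ratio B-score, a plate-corrected score, at least three library SD, with initial intensity B-score within 5 SD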
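Doses: Single concentration per compound, DMSO matched to controls | Test system: KCNQ1-transfected CHO-K1 cells | Timing: 90 min dye loading and 20 min compound exposure, both at room temperature | Measured by: Kinetic FluxOR thallium fluorescence, 10-s 1-Hz baseline, 110-s post-stimulus read | Medium: Assay buffer with matched DMSO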
KCNK3 block: human KCNK3 channel inhibition, primary screen; CHO-KCNK3 thallium flux, FluxOR fluorescence; active compounds read low; B-score at 10 µM; hit rate 0.84% among 340,000;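 active means B-score under library mean minus 4 SD, starting fluorescence ratio at most library mean plus 5 SD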;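 further: more negative B-score means stronger inhibition of thallium flux through KCNK3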
Target sequence (O14649 whole entry, looked up): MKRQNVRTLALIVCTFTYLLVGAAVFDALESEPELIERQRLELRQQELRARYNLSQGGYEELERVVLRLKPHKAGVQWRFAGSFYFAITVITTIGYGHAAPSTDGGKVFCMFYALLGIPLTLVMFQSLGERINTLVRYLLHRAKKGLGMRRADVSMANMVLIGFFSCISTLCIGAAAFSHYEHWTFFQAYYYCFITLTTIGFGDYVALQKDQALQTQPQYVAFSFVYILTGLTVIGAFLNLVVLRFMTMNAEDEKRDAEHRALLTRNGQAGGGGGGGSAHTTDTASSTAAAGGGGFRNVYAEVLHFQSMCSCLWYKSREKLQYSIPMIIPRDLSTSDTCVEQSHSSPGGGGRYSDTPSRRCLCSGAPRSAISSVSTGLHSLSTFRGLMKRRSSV
hERG protect: hERG (human) protection from proarrhythmic block | Q12809 | CHO-hERG, FluxOR thallium flux, dofetilide IC70 present | activation (rescue from dofetilide block), less the hit threshold, % at 10 µM | hit rate 0.51% among 310,000;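 active means activation above the mean of controls blocked by dofetilide plus 5 SD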;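 further: thallium influx through hERG after potassium depolarization seen as dye fluorescence rise; in these data hits start at about 4.7%; inactives centre near -7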
PolyA inhibitor: yeast polyadenylation inhibition; S. cerevisiae SKY197-pL101 polyadenylation reporter, beta-gal luminescence; efflux-impaired pdr1/pdr3 knockout yeast; score 100 = 6 SD above DMSO; calls only at 12 µM; hit rate 0.02% among 300,000; AID 1875;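 active means lowest replicate activity score at least 50, where 100 means six control SD above control mean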;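 further: yeast exposed to compound for 9 h at 30 °C; higher score means more reporter readthrough which indicates perturbed polyadenylation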
Dyrk1A ADPGlo: inhibitors of rat Dyrk1A kinase; ADP-Glo luminescence, NFATc1 peptide; inhibition, % at 12.5 µM; hit rate 0.43% among 310,000; in the data active means inhibition above about 50%;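 further: plate controls were vehicle with enzyme for no effect and no enzyme for full effect; many of its hits are not listed in these tables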
TRPC4 act: TRPC4 (mouse) channel activation. Q9QUQ5. HEK293 TRPC4beta/mu-opioid, Fluo4 calcium fluorescence; active compounds read high. B-score at 10 µM. hit rate 0.49% among 310,000. AID 2237;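 active means B-score above 5 SD of library B-scores, and initial fluorescence ratio not above library mean plus 5 SD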;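 further: positive B-score marks a calcium rise read as TRPC4 activation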
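System: HEK293 cells stably co-expressing mouse TRPC4beta and mu-opioid receptor; Schedule: Fluo4 dye loading 45 min at room temperature, 110 s recording; Detection: Fluo4 fluorescence, kinetic; Evaluation: B-scored integrated calcium fluorescence ratio; Controls: buffer (low) and maximal DAMGO (high).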
Platelet DG rel: modulates dense granule release in human platelets; inhibition, %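 (compounds screened at 7.5 µM in platelet-rich plasma)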; human platelet-rich plasma, SFLLRN dense granule ATP release, luminescence; hit rate 0.22% among 300,000; AID 1663;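 active means mean replicate score, as percent of positive control, at or above 50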
TRPC4 PAM: allosteric potentiators of mouse TRPC4 channel. hit rate 0.42% among 310,000. HEK293 TRPC4beta/mu-opioid, DAMGO EC20, Fluo-4 Ca2+ flux; active compounds read high. Q9QUQ5. B-score at 10 µM;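 active means B-score of calcium response area above 5 SD of library B-scores, with initial fluorescence ratio within 5 SD of library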;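 further: B-score of integrated fluorescence ratio over time as area under calcium response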
Numbers without * were called inactive; i = inactive; / = not tested or not shown. A portion of the library; the hit share may differ from the screen's.

SMILES | KCNQ1 block | KCNK9 inh | TRPC4 inh | KCNQ1 act | KCNK3 block | hERG protect | PolyA inhibitor | Dyrk1A ADPGlo | TRPC4 act | Platelet DG rel | TRPC4 PAM
CCOC1(OCC)C(c2ccc(Cl)cc2)C(C#N)(C#N)C1(OCC)OCC (configuration not stated) | i | i | i | i | i | -12.1 | i | -3.1 | i | -1.5 | i
CCCCCC1CCC(C(=O)NCCN2CCOCC2)CC1 (configuration not stated) | i | i | i | i | i | -8.7 | i | -4.9 | i | 14.9 | i
Nc1c2c(=O)oc(-c3ccccc3)cc2nn1-c1ccccc1 | i | i | i | i | i | -6.3 | i | 0.3 | i | 3.2 | i
COc1ccc(-c2ccnc3nc(N4CCN(c5ccccc5)CC4)nn23)cc1 | i | i | i | i | i | -21.0 | i | 5.0 | i | -0.1 | i
COc1cc(C2NC(=S)NC(C)=C2C(=O)c2ccccc2)ccc1O (configuration not stated) | i | i | i | i | i | -10.8 | i | -1.4 | i | -0.9 | i
Cc1ccc(CN2CCN(C3CCCC3)C(CCO)C2)s1 (configuration not stated) | i | i | i | i | i | 1.7 | i | -0.8 | i | 2.4 | i
COc1ccc2c(c1)[nH]c1c(=O)n(/N=C/c3ccc(OC)c(CN4CCCCC4)c3)cnc12 | i | i | i | i | i | -7.2 | i | 1.2 | i | 11.9 | i
Cc1ccc(CC(=O)NCc2ccc3c(c2)OCO3)cc1 | i | i | i | i | i | -5.8 | i | 0.6 | i | 2.0 | i
CC(=O)c1sc(-c2ccccc2)cc1NS(=O)(=O)c1ccccc1 | i | i | i | i | i | -2.3 | i | / | i | -1.0 | i
CCc1ccc(CNC(=O)CCC(=O)n2ncc3cc(C)ccc32)cc1 | i | i | i | i | i | -11.3 | i | 6.5 | i | 6.6 | i
CC(=O)Nc1ccc(Oc2cnccn2)cc1 | i | i | i | i | i | -0.8 | i | 5.2 | i | -1.0 | i
C=CCSc1nnc2c(n1)OC(c1c(C)[nH]n(-c3ccccc3)c1=O)Nc1ccccc1-2 (configuration not stated) | i | i | i | i | i | -26.3 | i | 10.0 | i | -0.5 | i
O=C1CNC(=S)N1CCCc1ccccc1 | i | i | i | i | i | -7.1 | i | -6.1 | i | -9.4 | i
CCOc1ccccc1N1C(=O)CC(N(O)c2ccccc2)C1=O (configuration not stated) | i | i | i | i | i | -8.3 | i | -0.2 | i | -14.6 | i
CCCCCn1nc(C(=O)N(CC(C)C)c2c(N)n(CCCC)c(=O)[nH]c2=O)c2ccccc2c1=O | i | i | i | i | i | -12.9 | i | 1.3 | i | -0.3 | i
Cc1ccc(CNC(=O)C2CC(c3ccccc3C(F)(F)F)=NO2)o1 (configuration not stated) | i | i | i | i | i | -2.0 | i | 9.1 | i | -4.4 | i
O=c1ncn(-c2cccc([N+](=O)[O-])c2)c2ccccc12 | i | i | i | i | i | -14.8 | i | / | i | 8.3 | i
Nc1nonc1-n1nnc(C(=O)N/N=C/c2ccc(O)cc2)c1CN1CCCCCC1 | i | i | i | i | i | -6.6 | i | 10.5 | i | 8.6 | i
Cc1cc(OCc2cc(C(=O)N(C)CCCN3CCOCC3)no2)cc(C)c1Cl | i | i | i | i | i | -10.7 | i | 8.4 | i | -1.6 | i
Cc1nn(-c2ccccc2)c(C)c1-c1cc(C(=O)N/N=C/c2cccnc2)[nH]n1 | i | i | i | i | / | -3.7 | i | / | i | 0.3 | i
O=C(Nc1ccccc1)C1=C[C@H](c2csc3ccccc23)C[C@H](OCc2ccc(CO)cc2)O1 | i | -9.1* | i | i | i | -3.7 | i | 6.6 | i | 11.1 | 14*
COc1ccc(NC(=O)C23CCC(C2)C(C)(C)C3=O)cc1 (configuration not stated) | i | i | i | i | i | -5.8 | i | -11.2 | i | 1.9 | i
O=C(O)c1ccc(N/N=C/c2ccc(OC(=O)c3cccc(Cl)c3)cc2)cc1 | i | i | i | i | i | -2.2 | / | -2.7 | i | 18.4 | i
COc1ccc(C(=O)Nc2ccc(S(=O)(=O)N3CCN(C)CC3)cc2)cc1 | i | i | i | i | i | -3.1 | i | -2.6 | i | 2.5 | i
Cc1ccc(Nc2nnns2)cc1 | i | i | i | i | i | -7.9 | i | 3.6 | i | 7.2 | i
CC(=O)N/C(=C/c1ccc2c(c1)OCO2)C(=O)NCC(=O)O | i | i | i | i | i | -13.0 | i | -6.3 | i | -8.7 | i
CCOCC(=O)N(CC)Cc1ccccc1 | i | i | i | i | i | -4.0 | i | -6.0 | i | 1.0 | i
CCCCNC(=O)c1cn(CC)c2ccc(S(=O)(=O)N3CCCCCC3)cc2c1=O | i | i | i | i | i | -6.7 | i | -4.9 | i | 15.2 | i
COCc1cc(C)nc(Oc2ccccc2)c1C#N | i | i | i | i | i | -3.1 | i | 3.9 | i | 1.0 | i
Cc1ccc(Cn2ccc(NC(=O)CCSc3nc(-c4ccco4)cc(C(F)(F)F)n3)n2)cc1 | i | i | i | i | i | -5.7 | i | 8.5 | i | -0.3 | i
CC(C)c1ccc(NC(=O)CN2CCN(c3ccccn3)CC2)cc1 | i | i | i | i | i | -4.2 | i | -3.1 | i | 3.2 | i
Cc1ccc(NC(=O)c2ccc(Cl)c(S(=O)(=O)N3CCCC3)c2)nc1 | i | i | i | i | i | -22.4 | i | 5.0 | i | -7.7 | i
CCN(CC1CCCO1)C(=O)c1cc(COc2ccc(F)cc2F)on1 (configuration not stated) | i | i | i | i | i | -14.4 | i | -0.7 | i | -0.9 | i
COc1ccc(NS(=O)(=O)N2CCOCC2)cc1 | i | i | i | i | i | -2.7 | i | -8.5 | i | -3.3 | i
CC(=Nc1ccccc1)C1=C(O)CCCC1=O | i | i | i | i | i | -5.5 | i | 5.3 | i | 2.9 | i
CCCC12CN3CCN(CC(C3)/C1=N\NC(=O)Nc1ccccc1)C2 | i | i | i | i | i | -1.5 | i | -3.1 | i | -14.3 | i

Gathered by group: the entries above containing a furan ring, fused or not.
SMILES | KCNQ1 block | KCNK9 inh | TRPC4 inh | KCNQ1 act | KCNK3 block | hERG protect | PolyA inhibitor | Dyrk1A ADPGlo | TRPC4 act | Platelet DG rel | TRPC4 PAM
Cc1ccc(CNC(=O)C2CC(c3ccccc3C(F)(F)F)=NO2)o1 (configuration not stated) | i | i | i | i | i | -2.0 | i | 9.1 | i | -4.4 | i
Cc1ccc(Cn2ccc(NC(=O)CCSc3nc(-c4ccco4)cc(C(F)(F)F)n3)n2)cc1 | i | i | i | i | i | -5.7 | i | 8.5 | i | -0.3 | i

(list continues)
SMILES | KCNQ1 block | KCNK9 inh | TRPC4 inh | KCNQ1 act | KCNK3 block | hERG protect | PolyA inhibitor | Dyrk1A ADPGlo | TRPC4 act | Platelet DG rel | TRPC4 PAM
COc1cc(/C=N/NC(=O)c2ccc(Cl)cc2)ccc1OCC(=O)N1CC(C)OC(C)C1 (configuration not stated) | i | i | i | i | i | -6.2 | / | 4.0 | i | 5.7 | i
CC(=O)N(C)c1ccc(NC(=O)Nc2ccc(C)c(C)c2)cc1 | i | i | i | i | i | -34.6 | i | 0.8 | i | -1.1 | i
Cc1ccc(CNC2=NCCCCC2)n1C | i | i | i | i | i | -10.7 | i | -6.2 | i | -0.9 | i
O=C(Nc1ccccc1)N1CCC(c2nc(-c3ccc(S(=O)(=O)N4CCOCC4)cc3)no2)CC1 | i | i | i | i | i | -12.8 | i | -3.5 | i | -2.7 | i
CC(/C=C/c1ccc(O)cc1)=N/O | i | i | i | i | i | -7.8 | i | 88.8* | i | 7.1 | i
CCOC(=O)c1ccc2c(c1)nc(COc1ccc(OC)cc1)n2CC | i | i | i | i | i | -5.5 | i | 0.4 | i | 5.2 | i
O=C(Nc1nnc(CCN2CCCCC2)s1)c1ccc(Cl)cc1Cl | i | i | i | i | i | -3.5 | i | / | i | 19.2 | i
Cc1ccc(C(=O)C(C)OC(=O)C2CCN(c3ccc(C(F)(F)F)cn3)CC2)cc1C (configuration not stated) | 6* | i | i | i | i | -5.2 | / | 6.3 | i | -5.8 | i
O=C(NC1CCCc2ccccc21)c1n[nH]c(=O)c2ccccc12 (configuration not stated) | i | i | i | i | i | -9.9 | i | / | i | 15.8 | i
CC(C)(C)c1ccc(NC(=O)COC(=O)C2=COCCO2)cc1 | i | i | i | i | i | -4.7 | i | -5.4 | i | -11.6 | i
Cc1ccc(C2C=NN(c3ccccc3)C2=O)cc1 (configuration not stated) | i | i | i | i | i | -8.2 | i | 3.0 | i | -1.0 | i
Clc1ccc(-c2cc(CN3CCOCC3)no2)cc1 | i | i | i | i | i | -6.0 | i | -0.5 | i | 0.0 | i
N#Cc1cn(-c2ccccc2)nc1-c1ccccc1 | i | i | i | i | i | -9.9 | i | 1.7 | i | -10.5 | i
CCC(C)C(NC(=O)c1ccc(Cl)cc1)C(=O)Nc1cccnc1 (configuration not stated) | i | i | i | i | i | -18.3 | i | 4.5 | i | -8.7 | i
C=CCNC(=O)CN(c1ccccc1OCC)S(=O)(=O)c1ccc(C)cc1 | i | i | i | i | i | -15.2 | i | 4.1 | i | 5.9 | i
CCn1c(C)nc2cc(C(=O)N/N=C/c3cccc(OC)c3O)ccc21 | i | i | i | i | i | -9.2 | i | -0.7 | i | 1.5 | i
O=C(COC(=O)c1cc(=O)[nH]c2ccccc12)NCc1cccs1 | i | i | i | i | i | -12.7 | i | -5.9 | i | -0.7 | i
CN(C)C(=O)CSc1nc2ccccc2c(=O)[nH]1 | i | i | i | i | i | -14.4 | i | 16.0 | i | -0.1 | i
Cc1ccccc1CN1CCN(C(=O)c2cccc(F)c2)CC1 | i | i | i | i | i | -14.2 | i | -10.8 | i | 5.2 | i
O=C1c2ccccc2C(=O)N1c1ccccc1S(=O)C(F)(F)F (configuration not stated) | i | i | i | i | i | -3.3 | i | 3.2 | i | -4.8 | i
C[C@]12C(=O)N(c3ccc(Br)cc3)C(=O)N1[C@@H]1c3ccccc3OC[C@@H]1[C@H]2c1ccccc1 | i | i | i | i | i | -10.4 | i | 2.0 | i | -2.4 | i
Cc1cc(C(=O)NC2CCCc3c2cnn3-c2cccc(C)c2C)n(C)n1 (configuration not stated) | 16* | i | i | i | i | -19.9 | i | 3.3 | i | 0.9 | i
O=C(CSc1nnc(-c2ccco2)n1CC1CCCO1)c1ccccc1 (configuration not stated) | i | i | i | i | i | -7.8 | i | -10.3 | i | -0.3 | i
CCOc1ccc(OCC)c(NC(=O)CSc2nc3ccccc3c(=O)n2C)c1 | i | i | i | i | i | -13.9 | i | 4.3 | i | -2.6 | i
CCCC1=[N+](CC(=O)c2ccc(Br)cc2)CCn2cccc21 | i | i | i | i | i | -12.9 | i | 7.1 | i | 6.4 | i
